# Screens deposited in PubChem by National Center for Advancing Translational Sciences (NCATS).
# KCNH2 3.1 block: qHTS for Inhibitors of KCHN2 3.1: Mutant qHTS; Potassium voltage-gated channel subfamily H member 2, brain isoform KCNH2 3.1 (human); U2OS KCNH2 3.1, thallium flux FluxOr; active compounds read low; activity change, % (tested at about 1.8 µM); actives 0.95% (n = 340,000); AID 720553, 2013;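 active means maximum activity change below -70%; inconclusive means maximum activity change from -70% to -50%; inactive means maximum activity change above -50%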;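 further: thallium influx rate constant from kinetic fluorescence after stimulation buffer; on the % scale 0 is the no-effect control and ±100 the full control effect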
#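 Virally transduced U2OS (3.1 isoform, 4 h infection in dark at RT) → overnight 37 C → FluxOr + Red40 in HBSS/HEPES, 45 min → stimulation buffer, 2 min kinetic read → rate constant vs DMSO controls.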
# Gal4-VP16 FLuc: VP16 counterscreen qHTS for inhibitors of ROR gamma transcriptional activity. Drosophila S2 Gal4-VP16 UAS-luciferase, luminescence, 20 h. Potency, µM (doses to about 53.6 µM), for the others: top-dose activity, negative = inhibition, hits mostly inhibitors. actives 3.5% (n = 310,000). AID 2546, 2010;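 further: Gal4-VP16 expression switched on by copper sulfate through the metallothionein promoter; potency means the concentration at half of the fitted maximal effect; on the % scale 0 is the no-effect control and ±100 the full control effect; nearly all actives have a fitted effect of over 50% in size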
# RORg inh: qHTS for inhibitors of ROR gamma transcriptional activity | Potency, µM (titrated, usually from 53.6 µM), without a hit: at the top dose activity change, negative = inhibition, usual class: inhibitors | Drosophila S2 Gal4-RORgamma UAS-luciferase reporter, 20 h | actives 5.4% (n = 310,000); further: potency means the concentration at half of the fitted maximal effect; on the % scale 0 is the no-effect control and ±100 the full control effect; nearly all actives have a fitted effect of over 60% in size
#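 Read-out: Photinus luciferase luminescence; inhibitors lower reporter signal. Insect Schneider cells with Gal4-ROR gamma fusion under metallothionein promoter, UAS reporter; 700 uM final copper sulfate induction, 20 hr, ambient temperature.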
# Rab9 prom act: qHTS Assay for Rab9 Promoter Activators; Potency, µM (highest dose often 9.22 µM), for inactives: at the top dose activation, negative = inhibition, hits mostly activators; Huh7 Rab9 promoter-luciferase reporter, luminescence, 24 h; AID 485297, 2010; actives 2.8% (n = 320,000); further: potency means the concentration at half of the fitted maximal effect; % of control where 0% means no effect; nearly all actives have a fitted effect of over 60% in size
#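 Huh7 cells stably carrying Rab9 promoter–luciferase reporter, plated 1500 cells/well, compound added after 2 h and incubated 24 h at 37 °C; luciferase luminescence then read after 10 min with detection reagent.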
# MBNL1 CUG block: qHTS Assay for Inhibitors of MBNL1-poly(CUG) RNA binding; Muscleblind-like protein 1 (Homo sapiens), Q9NR56; TR-FRET MBNL1-His/biotin-(CUG)12 binding, 665/545 ratio; Potency, µM (top dose mostly 57.5 µM), inactives show top-dose activity change, negative = inhibition, hits mostly inhibitors; actives 0.036% (n = 280,000); active means well fitted inhibition curve with a large enough effect in the signal ratio, with a control signal flat, not every such curve was filed as active; inconclusive means small, poorly fitted or top-dose-only effect, or effect the other way, or a change in a side signal; inactive means no such curve, though single readings can be large or run the other way; the % refers to the signal ratio; further: potency means the concentration at half of the fitted maximal effect; on the % scale 0 is the no-effect control and ±100 the full control effect
# Target sequence (Q9NR56 whole entry, looked up): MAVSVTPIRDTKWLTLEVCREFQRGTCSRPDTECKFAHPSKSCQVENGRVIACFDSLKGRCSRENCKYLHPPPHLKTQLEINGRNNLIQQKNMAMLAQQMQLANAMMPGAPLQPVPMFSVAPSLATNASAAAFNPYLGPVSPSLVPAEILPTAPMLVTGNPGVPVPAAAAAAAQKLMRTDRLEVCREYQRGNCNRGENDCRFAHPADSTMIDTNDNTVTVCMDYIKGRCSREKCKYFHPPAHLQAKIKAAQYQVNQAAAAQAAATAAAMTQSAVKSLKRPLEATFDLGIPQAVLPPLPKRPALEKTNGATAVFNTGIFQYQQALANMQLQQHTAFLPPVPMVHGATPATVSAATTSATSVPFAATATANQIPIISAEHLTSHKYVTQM
#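 Compounds (final 92 nM to 58 uM) are added to His-tagged MBNL1 and biotin-(CUG)12, then terbium anti-His antibody and streptavidin-XL665 (5 nM final). After 60 min at room temperature, the 665/545 nm ratio is read.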
# ELG1 DNA repair: qHTS screen for small molecules that inhibit ELG1-dependent DNA repair in human embryonic kidney (HEK293T) cells expressing luciferase-tagged ELG1; actives 2.3% (n = 330,000); Potency, µM (highest dose often 46.1 µM), for inactives: at the highest dose activity change, negative = inhibition, usual class: inhibitors; HEK293T ELG1-luciferase reporter, luminescence, 16 h; DNA damage induced by 5-fluorouridine; further: potency means the concentration at half of the fitted maximal effect; on the % scale 0 is the no-effect control and ±100 the full control effect; nearly all actives have a fitted effect of over 55% in size
#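 HEK293T cells expressing luciferase-tagged ELG1 (2,000/well) received 5-Fluorouridine plus compound or DMSO for 16 hr at 37 °C. Luciferase was read by ONE-Glo luminescence after 30 min at room temperature.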
# FLuc counter: qHTS profiling assay for firefly luciferase inhibitor/activator using purifed enzyme and Km concentrations of substrates (counterscreen for miR-21 project); actives 6.9% (n = 360,000); purified FLuc, Km substrates, luminescence inhibition; Potency, µM (highest dose often 57.5 µM), for inactives: top-dose activity change, negative = inhibition, hits mostly inhibitors; Luciferin 4-monooxygenase (Photinus pyralis), P08659;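 further: potency means the concentration at half of the fitted maximal effect; plate controls were vehicle for no effect and reference inhibitor for full effect; nearly all actives have a fitted effect of over 55% in size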
#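 Biochemical qHTS of compounds, final roughly 60 µM downward over six points, against 10 nM purified firefly luciferase using Km concentrations of substrates (10 uM D-luciferin, 10 uM ATP) in Tris acetate pH 7.5 buffer; luminescence output.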
# PKM2 act: qHTS Assay for Activators of Human Muscle isoform 2 Pyruvate Kinase; purified PKM2, Kinase-Glo ATP luminescence, activation; response scale: 0% is enzyme alone, no compound; Potency, µM (top dose mostly 57.5 µM), inactives show at the highest dose activation, hits mostly activators; actives 0.34% (n = 260,000); Pyruvate kinase PKM (Homo sapiens), P14618; AID 1631, 2009; further: potency means the concentration at half of the fitted maximal effect; on the % scale 0 is the no-effect control and ±100 the full control effect; nearly all actives have a fitted effect of over 55% in size
# Target sequence (P14618 whole entry, looked up, canonical isoform): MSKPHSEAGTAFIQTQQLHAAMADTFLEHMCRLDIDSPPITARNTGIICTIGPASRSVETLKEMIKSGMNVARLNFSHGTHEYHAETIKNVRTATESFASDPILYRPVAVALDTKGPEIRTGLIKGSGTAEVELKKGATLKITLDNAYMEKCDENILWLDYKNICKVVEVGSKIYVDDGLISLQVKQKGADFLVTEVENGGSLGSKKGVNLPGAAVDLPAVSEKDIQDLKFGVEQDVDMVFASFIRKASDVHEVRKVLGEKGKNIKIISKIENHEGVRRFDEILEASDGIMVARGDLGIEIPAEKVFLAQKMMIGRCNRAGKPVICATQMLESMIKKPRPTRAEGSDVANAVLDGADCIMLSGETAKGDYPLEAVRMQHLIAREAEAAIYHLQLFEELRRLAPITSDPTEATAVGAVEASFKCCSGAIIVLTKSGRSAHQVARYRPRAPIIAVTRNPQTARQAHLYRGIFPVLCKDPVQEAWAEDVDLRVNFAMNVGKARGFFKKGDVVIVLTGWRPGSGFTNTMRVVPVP
#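 hPK-M2, >95% pure; 0.1 mM ADP / 0.5 mM PEP final; imidazole pH7.2 buffer w/ 7 mM MgCl2, 50 mM KCl; 1 h RT; Kinase-Glo lum. Intermediate enzyme activity for dual inhibitor/activator qHTS.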
# Mito fusion yeast: qHTS Assay for Small Molecule Inhibitors of Mitochondrial Division or Activators of Mitochondrial Fusion. actives 0.23% (n = 320,000). Potency, µM (top dose mostly 46.1 µM), without a hit: at the top dose growth rescue (activation), actives largely listed as activators. AID 485298, 2010. S. cerevisiae fusion-defective mutant growth rescue, CellTiterGlo 48 h;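 further: potency means the concentration at half of the fitted maximal effect; % of control where 0% means no effect; nearly all actives have a fitted effect of over 45% in size; temperature-sensitive fusion mutants such as fzo1-1 at 37 °C on non-fermentable ethanol glycerol medium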
#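 Luminescent cell viability in 1536-well qHTS format served as the measure of rescued growth in ts fusion-mutant S. cerevisiae cultured on non-fermentable YPEG for 48 hours at 37C.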
# Menin MLL FP TR: qHTS Assay for Inhibitors Targeting the Menin-MLL Interaction in MLL Related Leukemias: Competition With Texas Red Labeled MLL-derived Mutant Peptide | O00255 | Menin + Texas Red MLL mutant peptide, fluorescence polarization | AID 1768, 2009 | Potency, µM (titrated, usually from 61.6 µM), for inactives: at the top dose FP activity change, negative = inhibition, hits mostly inhibitors | actives 0.23% (n = 270,000); active means well fitted inhibition curve with a large enough effect in the polarisation, with a control signal flat, not every such curve was filed as active; inconclusive means small, poorly fitted or top-dose-only effect, or effect the other way, or a change in a side signal; inactive means no such curve, though single readings can be large or run the other way; the % refers to the polarisation; further: potency means the concentration at half of the fitted maximal effect; % of control where 0% means no effect; many of its hits are not listed in these tables
# NPC1 promoter act: qHTS Assay for NPC1 Promoter Activators | actives 2.4% (n = 320,000) | Huh7 NPC1 promoter luciferase reporter, 24 h | Potency, µM (series often up to 9.22 µM), without a hit: at the top dose activation, usual class: activators;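 further: potency means the concentration at half of the fitted maximal effect; % of control where 0% means no effect; nearly all actives have a fitted effect of over 60% in size; reporter is driven by a mutant NPC1 promoter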
#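 In 1536-well qHTS, Huh7 cells harboring an NPC1 promoter–luciferase construct received compound for 24 h; activation was quantified by luminescence following luciferase reagent addition.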
# * = called active by the depositor; ? = inconclusive; / = not tested or not shown; [ ] = remark or other dose. Unless noted, the call rests on the fitted dose curve; in most records, active means well fitted curve in the direction sought with a large enough effect; inconclusive means small, poorly fitted or top-dose-only effect, or another doubt; inactive means no such curve, though single readings can be large; an effect the other way counts as inactive or inconclusive. Only part of the results is shown. The share of hits here may be higher or lower than overall.
smiles	KCNH2 3.1 block	Gal4-VP16 FLuc	RORg inh	Rab9 prom act	MBNL1 CUG block	ELG1 DNA repair	FLuc counter	PKM2 act	Mito fusion yeast	Menin MLL FP TR	NPC1 promoter act
CC(=O)N(NC(=O)c1ccccc1Cl)C1CC(=O)N(c2ccc(C)cc2)C1=O (centres undefined)	-2	-7%	3%	-1%	-2%	10%	6%	2%	-2%	3%	-3%
CCCCCCC(=O)Nc1ccc(Cl)cn1	10	16%	22%	/	4%	/	?	-3%	-8%	27%	/
COc1ccc(OC)c(/C=N/NC(=O)c2ccc(=O)[nH]n2)c1	35	-13%	-35%	5%	?	?	2%	0%	2%	/	0%
O=C(COc1coc(CN2CCN(c3cccc(Cl)c3)CC2)cc1=O)NC1CCCC1	6	/	/	-4%	/	-21%	2%	/	-2%	/	-2%
Cc1ccnc(NC(=O)C2CC(=O)N(c3ccc4c(c3)OCCO4)C2)c1 (centres undefined)	2	?	7.9µM*	20%	-7%	?	4.8µM*	-6%	1%	/	8%
COC(=O)c1ccccc1NC(=S)NC(=O)COc1ccccc1Cl	0	?	10µM*	4%	-10%	-2%	?	-1%	-6%	3%	3%
C=CCNC(=O)C1CCN(c2ccc(S(=O)(=O)N3CCOCC3)cc2Cl)CC1	3	-8%	?	-8%	-11%	?	2%	9%	3%	13%	-6%
Cc1cc(C)cc(N(CC(=O)NCc2ccco2)S(=O)(=O)c2ccccc2)c1	-8	16%	-1%	-4%	-6%	16%	1%	6%	4%	-6%	3%
CCOC(=O)C1CCN(c2cc3c(cc2NC(=O)c2ccccc2F)n(C)c(=O)n3C)CC1	-40	6%	-16%	11%	9%	?	0%	/	1%	/	0%
CC(OC(=O)CCN1C(=O)C2CC=CCC2C1=O)C(=O)Nc1cccc(C#N)c1 (centres undefined)	4	/	/	-3%	/	11%	4%	/	0%	/	-1%
Cc1noc(NS(=O)(=O)c2ccc(N/C=C\C(=O)c3ccc(Br)cc3)cc2)c1C	-3	-8%	6%	-10%	?	?	27µM*	?	2%	?	3%
CCSc1nnc(NC(=O)[C@@H](NC(=O)c2ccc(C(C)(C)C)cc2)C(C)C)s1	-21	4%	-15%	-1%	-14%	-10%	?	-4%	30%	-11%	-2%
O=C(NCCC(NS(=O)(=O)OCC(Cl)(Cl)Cl)c1ccccc1)C(F)(F)F (centres undefined)	/	2%	-5%	-3%	-5%	-8%	1%	1%	0%	9%	1%
COC(=O)c1ccc2c(=O)n(CC3CCCO3)c(SCC(=O)NCCc3ccc(S(N)(=O)=O)cc3)nc2c1 (centres undefined)	-8	-3%	3%	-5%	-2%	-9%	-2%	3%	4%	-9%	-6%
COc1ccc(CCNC(=O)C2CC(=O)N(C3CCCCCCC3)C2)cc1OC (centres undefined)	-201*	1%	22%	-4%	-2%	-1%	1%	2%	0%	-14%	2%
Cc1noc(C)c1C(=O)N1CCN(S(=O)(=O)c2ccc(F)cc2)CC1	-6	-17%	7%	-3%	-6%	9%	-1%	9%	-1%	-1%	-2%
CON(C)S(=O)(=O)c1ccc2c(c1)NC(=O)C1CCCN21 (centres undefined)	-4	-9%	32%	-1%	-8%	-24%	0%	25%	-2%	3%	-3%
O=C(COc1cc([N+](=O)[O-])cc2cccnc12)NCCC1=CCCCC1	-2	?	?	4%	?	?	0%	2%	-8%	-10%	-5%
Cc1ccc(-c2cc(C(=O)Nc3cc(C(=O)O)ccc3C)c3ccccc3n2)cc1	6	2%	14%	-1%	-10%	?	11µM*	-1%	2%	6%	-1%
COc1cccc(C(=O)Nc2cccc3ccccc23)c1	1	-8%	-12%	6%	8%	6%	-15%	0%	0%	-6%	0%
CC(C)CC(C)NC(=O)c1ccc(C(F)(F)F)cc1 (centres undefined)	-20	26%	-5%	0%	-4%	23%	-15%	5%	0%	/	-2%
O=C(CCNS(=O)(=O)c1ccc(Br)cc1)N1CCN(c2ccccc2O)CC1	-7	/	/	-8%	/	-15%	1%	/	18%	/	-2%
O=C(NCC1CCCO1)c1cc(S(=O)(=O)N2CCOCC2)c(Cl)cc1Cl (centres undefined)	/	/	/	-2%	-6%	-21%	-3%	-3%	2%	2%	5%
COC(=O)c1ccc(CN(C(C)=O)c2ccccc2)o1	4	1%	6%	-11%	-1%	0%	9%	4%	-1%	1%	-5%
O=c1c2ccccc2nnn1Cc1nnc(-c2ccccc2Br)o1	-15	-7%	?	23%	16%	?	?	?	-2%	-5%	18%
CCCC12CN3CC(C)(CN(C1)C3c1ccc([N+](=O)[O-])o1)C2=O (centres undefined)	20	-14%	3%	-1%	?	-8%	3%	-5%	-2%	/	-5%
CSCCC(=O)Nc1cc(S(=O)(=O)N2CCOCC2)ccc1N1CCN(C)CC1	25	5%	-7%	7%	-1%	7%	4%	-12%	3%	-20%	0%
CCN(C(=O)CSc1nnc(-c2ccncc2)n1-c1ccccc1)C1CCS(=O)(=O)C1 (centres undefined)	-7	-15%	-9%	2%	-9%	-2%	-1%	-3%	5%	-1%	-3%
Cc1ccc(-n2ncc(C(=O)Nc3cc(Cl)ccc3Cl)c2C2CCNCC2)cc1	-22	-7%	1%	-3%	0%	-25%	0%	1%	-6%	-3%	-4%
C/C(=N\NC(=O)Nc1ccccc1)c1ccccc1	13	4%	?	13%	1%	?	-4%	-12%	0%	-8%	7%
CSc1ccc(CN(C)CC(=O)NC(=O)NCCC2=CCCCC2)cc1	-10	/	/	-4%	/	-1%	1%	/	11%	/	0%
COc1ccc([C@H]2C(C#N)=C([S-])N[C@](C)(O)[C@@H]2[n+]2ccccc2)cc1	33	9%	0%	-4%	5%	4%	0%	9%	6%	/	-2%
COc1ccc(NC(=O)CC2C(=O)N(Cc3ccco3)C(=S)N2C(C)C)cc1 (centres undefined)	-32	-7%	?	-1%	-3%	-1%	1%	16%	-8%	20%	-2%
CCc1ccc(NC(=O)C2=CC=CN3CCS(=O)(=O)N=C23)cc1	4	/	/	-6%	/	?	15µM*	/	1%	/	0%
Cc1ccc(CN2C(=O)CCC2C(=O)NC2CCCC2)cc1 (centres undefined)	19	-4%	-10%	1%	-3%	13%	0%	-2%	3%	0%	0%
c1ccc2c(c1)[nH]c1c3ccccc3sc21	-1	15%	-12%	?	36%[activator]	?	?	-1%	-38%[inhibitor]	?	26%
COc1ccc(C2C(C#N)=C(N)N3C(=C2C#N)Sc2ccccc23)cc1 (centres undefined)	/	-6%	4%	?	35%[activator]	?	?	-2%	1%	-8%	24%
Cc1cc(C)nc(SCCS(=O)(=O)Cc2ccc(Cl)cc2)n1	11	-16%	38%	0%	-1%	0%	6%	8%	2%	-8%	-2%
CN1CCN(S(=O)(=O)c2cccs2)CC1	10	1%	-4%	-1%	5%	-4%	4%	4%	0%	8%	-2%
COCCN1CCn2c(nc3cc(NC(=O)c4ccc(OC)cc4)ccc32)C1	3	-2%	-13%	0%	4%	-10%	?	-4%	-1%	23%	3%
